Bioassay records as filed in PubChem BioAssay.
rCAG RNA binder = r(CAG) repeat RNA binding; TO-PRO-1 dye displacement fluorescence; inhibition, % at 3 µM; hit rate 1.3% among 370,000;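 active means inhibition above the plate cutoff, the mean of all test compounds on that plate plus 3 SD, cut at about 35% in these data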;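 further: 0% = DMSO alone and 100% = 100 µM mitoxantrone as full dye displacement; higher means more dye released from RNA so lower well fluorescence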
PG9 binder = binds the HIV-1 gp120 antibody PG9. TR-FRET gp120-PG9 antibody binding. inhibition, % at 6.7 µM. hit rate 0.43% among 360,000. AID 624416; in the data active means inhibition above about 8.5%
mABHD4 FP = inhibits mouse alpha/beta hydrolase domain 4; purified mABHD4, FP-Rh probe fluorescence polarization; Q8VD66; inhibition, % at 8.92 µM; hit rate 0.54% among 370,000;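 active means inhibition exceeding the mean over every tested compound plus 3 SD, cut at about 30% in these data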;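 further: 0% = plate median of compound wells and 100% = S159A mutant with DMSO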
Target sequence (Q8VD66 whole entry, looked up, the tested form may be a part): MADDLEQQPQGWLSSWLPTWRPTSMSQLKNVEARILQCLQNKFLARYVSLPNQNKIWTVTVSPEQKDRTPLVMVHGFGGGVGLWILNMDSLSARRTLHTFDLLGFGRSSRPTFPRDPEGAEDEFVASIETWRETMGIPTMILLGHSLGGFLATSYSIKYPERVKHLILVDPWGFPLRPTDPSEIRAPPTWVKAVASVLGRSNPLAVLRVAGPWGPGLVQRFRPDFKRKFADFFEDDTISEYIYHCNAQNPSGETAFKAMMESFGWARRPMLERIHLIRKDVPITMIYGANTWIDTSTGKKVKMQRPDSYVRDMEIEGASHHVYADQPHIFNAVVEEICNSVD
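Assay system: mouse ABHD4 enzyme, wild type / Also added: fluorescent activity-based probe FP-Rh / Doses: single nominal dose of 8.92 µM, 0.89% DMSO final / Timing: 45 min compound pre-incubation plus 60 min probe step, 25 °C / Signal: FP readout, ex 525 nm / em 598 nm / Control set: S159A mutant/DMSO as 100%, compound-well median as 0%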
NR1D1 modulator = modulators of human Rev-erb alpha DNA binding; P20393; Rev-erbα–FITC-DNA binding, fluorescence polarization, 90 min; activity, % at 10 µM; hit rate 0.79% among 370,000;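 active means activity above about 14%, limit read from the data; passing the limit was not always enough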;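 further: 0% = DMSO wells with 35 nM protein and 100% = DMSO wells with 750 nM protein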
HTRA1 inh = HTRA1 (human) protease inhibition | Q92743 | recombinant HTRA1, FP-rhodamine activity-based probe, fluorescence polarization | inhibition, % at 5.96 µM | hit rate 0.5% among 340,000; in the data active means inhibition above about 36%;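 further: 0% = enzyme with DMSO and 100% = wells lacking enzyme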
TDP2 absorb = blocks human TDP2 phosphodiesterase activity; inhibition, % at 12.8 µM; AID 720702; hit rate 0.34% among 370,000; recombinant TDP2, T5PNP hydrolysis, p-nitrophenol absorbance 415 nm;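 active means inhibition above the mean of all tested compounds plus 3 SD, set per campaign, cut at about 25% in these data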;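 further: 0% = DMSO with enzyme and 100% = buffer with substrate but no TDP2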
Target sequence (O95551 whole entry, looked up): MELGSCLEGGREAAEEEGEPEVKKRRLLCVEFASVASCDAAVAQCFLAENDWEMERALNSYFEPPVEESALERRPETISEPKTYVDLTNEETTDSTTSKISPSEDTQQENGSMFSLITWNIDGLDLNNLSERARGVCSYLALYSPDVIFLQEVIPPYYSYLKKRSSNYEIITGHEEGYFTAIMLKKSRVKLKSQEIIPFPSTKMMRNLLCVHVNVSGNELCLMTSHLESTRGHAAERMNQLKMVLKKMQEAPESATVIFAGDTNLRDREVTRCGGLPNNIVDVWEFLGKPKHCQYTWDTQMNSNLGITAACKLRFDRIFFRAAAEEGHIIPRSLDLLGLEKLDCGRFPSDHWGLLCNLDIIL
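Read-out basis: percent inhibition. System: recombinant human TDP2. Buffer or medium: Mg2+-containing Tris-HCl buffer, pH 7.5. Repeats: single replicate. Timing: reaction 2 h, 37 °C. Benchmarks: high control without enzyme, low control DMSO plus TDP2. Probe or stimulus: 5 mM T5PNP. Doses: 12.8 µM only. Measured by: epi absorbance of p-nitrophenol freed from T5PNP by hydrolysis.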
SIAE primary = inhibitors of human sialic acid acetylesterase SIAE. Q9HAT2. SIAE FP-Rh probe binding, fluorescence polarization. inhibition, % at 9.66 µM. hit rate 0.69% among 370,000;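 active means inhibition above a cutoff: mean of compounds within the control limits plus 3 SD of those, cut at about 17% in these data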;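 further: 0% = plate median of compound wells and 100% = probe without SIAE protein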
PRMT1 FP inh = blocks human protein arginine methyltransferase 1. hit rate 1.3% among 370,000. Q99873. inhibition, % at 2.79 µM. recombinant PRMT1, activity-based probe fluorescence polarization;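 active means inhibition above about 21% made by adding two undisclosed values, limit read from the data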
Target sequence (Q99873 whole entry, looked up): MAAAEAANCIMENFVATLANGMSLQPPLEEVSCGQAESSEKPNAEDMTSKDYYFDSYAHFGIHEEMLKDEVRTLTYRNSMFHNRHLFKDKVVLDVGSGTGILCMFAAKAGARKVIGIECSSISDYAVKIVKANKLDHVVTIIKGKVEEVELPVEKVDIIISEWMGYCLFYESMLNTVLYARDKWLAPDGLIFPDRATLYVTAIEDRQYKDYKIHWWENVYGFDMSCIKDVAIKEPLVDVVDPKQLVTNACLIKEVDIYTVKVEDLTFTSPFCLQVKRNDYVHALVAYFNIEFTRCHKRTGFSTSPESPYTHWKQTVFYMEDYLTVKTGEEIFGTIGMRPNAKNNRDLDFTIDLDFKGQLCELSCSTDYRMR
LEDGF integ inh = blocks HIV-1 LEDGF/p75-dependent DNA integration | TR-FRET IN-LEDGF/p75 DNA integration, Eu/Cy5 | inhibition, % at 3.7 µM | hit rate 0.64% among 370,000;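 active means inhibition above the screen-wide mean plus 3 SD, cut at about 13% in these data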;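 further: signal is the Cy5 over europium emission ratio at 671 and 618 nm; 0% = plate median of compound wells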
TCR CD3 inh = blocks the human TCR-CD3 interaction | TAMRA-labeled TCR probe fluorescence, biochemical | inhibition, % at 9.4 µM | hit rate 0.37% among 360,000 | AID 651800; in the data active means inhibition above about 19%;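 further: recombinant mutant TCR 2C K166C tagged with TAMRA read by polarization; 0% = receptor in buffer alone and 100% = receptor with positive control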
* = called active by the depositor; / = not tested or not shown. Only part of the results is shown (hit frequency here may not be typical).

SMILES | rCAG RNA binder | PG9 binder | mABHD4 FP | NR1D1 modulator | HTRA1 inh | TDP2 absorb | SIAE primary | PRMT1 FP inh | LEDGF integ inh | TCR CD3 inh
CCOC(=O)C1=C(CS(=O)(=O)c2ccc(Cl)cc2)NC(=O)NC1c1ccc(O)c(OC)c1 (stereo unspecified) | 0 | -0.7 | 2 | 1 | -3 | -2 | 8 | 1 | 2 | 2
CCOC(=O)C1(C)CCN1C(=O)c1oc2ccccc2c1C (stereo unspecified) | -1 | 0.2 | 8 | -3 | / | -2 | 4 | -3 | 0 | 2
COC(=O)CCN(c1ccccc1)S(=O)(=O)c1ccc(OC)cc1 | -7 | -0.3 | 6 | 2 | -4 | -2 | 1 | 3 | 3 | -2
COc1ccccc1C(=O)n1nc(-c2ccccc2)nc1N | 1 | 0.3 | 0 | 4 | 34 | 2 | 8 | -1 | 0 | -6
COc1ccccc1C(=O)NC(=S)NNC(=O)c1sc2ccccc2c1Cl | 3 | -1.3 | 10 | -9 | 4 | 0 | -1 | -1 | -1 | 6
CCOC(=O)c1cc(CC)sc1NC(=O)CCC(=O)O | 7 | -0.6 | -1 | 0 | 3 | 3 | 4 | 0 | -3 | -3
CC1CN(CCOc2ccc(Cl)cc2Cl)CC(C)O1 (stereo unspecified) | -8 | -0.7 | 7 | 0 | 2 | 4 | 1 | -3 | -1 | 10
Cc1cc(C(=O)N2CCC(C)CC2)on1 | -1 | 0.7 | -2 | 2 | 6 | -5 | -4 | -1 | 1 | -5
CC(C)Cn1cc(C(=O)N2CCC(C)CC2)c2c3ccccc3n(C)c2c1=O | 0 | -2.5 | 5 | -4 | 4 | -7 | 5 | -5 | 3 | -3
COC(=O)Cn1c(=O)c(C(=O)CCl)c(N)n(Cc2ccccc2)c1=O | 1 | 0.3 | -3 | 6 | -2 | 5 | 6 | 0 | 1 | 10
O=C(NCc1ccc(Cl)cc1)c1cc(=O)[nH]c2ccccc12 | 2 | -0.3 | 9 | 3 | 7 | 5 | -1 | -4 | -1 | 8
COc1ccc(N2C(=O)CC(N3CCN(c4ccc(S(=O)(=O)N5CCCC5)cc4)CC3)C2=O)cc1 (stereo unspecified) | -1 | -1.8 | -7 | -3 | -4 | -22 | -7 | 1 | 0 | 7
CCOC(=O)C1=C(C)NC2=C(C(=O)CCC2)C1c1cccs1 (stereo unspecified) | -3 | 0.0 | -5 | -2 | -2 | 8 | -2 | 3 | 1 | -11
CC(OC(=O)C1CC1)C(=O)Nc1ccc([N+](=O)[O-])cc1Cl (stereo unspecified) | -4 | -0.2 | -7 | -3 | 1 | 5 | -5 | 3 | 0 | -3
N/C(=N\OC(=O)c1cccc(Br)c1)c1ccccc1 | 4 | -3.3 | -7 | -9 | -6 | -5 | 9 | 0 | 7 | 1
O=[N+]([O-])c1ccc2c(c1)CCCO[C@]21O[C@H](CCO)C[C@H](O)[C@H]1O | 4 | -0.4 | 2 | -4 | / | -5 | -2 | 0 | -5 | 3
CCc1nc2ccc(C(=O)NCCCN3CCCC3=O)cn2c1N(C)Cc1ccc(OC)cc1 | -3 | 1.2 | -1 | -7 | / | -9 | 7 | -6 | 4 | 8
COc1cc(-n2c(=O)c3ccccc3n(Cc3cccc(C)c3)c2=O)cc(OC)c1OC | -4 | -0.1 | 6 | 2 | 7 | -3 | 0 | 1 | -6 | -4
O=C(COC(=O)COc1ccc(Br)cc1)NC1CCCC1 | 0 | 0.1 | 2 | -2 | 1 | -1 | 0 | -3 | 1 | 8
Cc1cccc(N2C(=O)CC(SC(N)=Nc3ccccc3)C2=O)c1 (stereo unspecified) | 0 | 0.9 | -4 | 2 | -12 | 1 | -8 | 1 | -2 | 0
COc1cccc(NC(=O)CCC2CCN(C(=O)c3cncs3)CC2)c1 | -2 | -1.4 | 9 | 8 | 1 | -4 | -4 | -1 | 1 | -1
COc1ccc(CN=Cc2c(C(F)(F)F)[nH][nH]c2=O)cc1 | 0 | -2.2 | -8 | 4 | 1 | -1 | -4 | 0 | -1 | 1
CC1(Cc2ccccc2F)C(=O)Nc2c(Cl)ccc(Cl)c21 (stereo unspecified) | 1 | -0.1 | -6 | -1 | / | -1 | -3 | 0 | -9 | -9
c1ccc(-c2nc3nc4ccccc4nc3n2CC2CCCO2)cc1 (stereo unspecified) | -6 | 1.4 | -7 | -1 | -3 | 3 | -2 | 7 | 2 | -5
Cc1cc(Cl)ccc1C(O)c1ncc(-c2ccc(C(F)(F)F)cc2)[nH]1 (stereo unspecified) | 1 | 0.5 | -17 | -1 | / | 8 | -20 | 4 | -1 | 4

Reformatted: results already given.
Compound,rCAG RNA binder,PG9 binder,mABHD4 FP,NR1D1 modulator,HTRA1 inh,TDP2 absorb,SIAE primary,PRMT1 FP inh,LEDGF integ inh,TCR CD3 inh
CC(C)Cn1cc(C(=O)N2CCC(C)CC2)c2c3ccccc3n(C)c2c1=O,0,-2.5,5,-4,4,-7,5,-5,3,-3
COC(=O)Cn1c(=O)c(C(=O)CCl)c(N)n(Cc2ccccc2)c1=O,1,0.3,-3,6,-2,5,6,0,1,10
O=C(NCc1ccc(Cl)cc1)c1cc(=O)[nH]c2ccccc12,2,-0.3,9,3,7,5,-1,-4,-1,8

Further results follow.
SMILES | rCAG RNA binder | PG9 binder | mABHD4 FP | NR1D1 modulator | HTRA1 inh | TDP2 absorb | SIAE primary | PRMT1 FP inh | LEDGF integ inh | TCR CD3 inh
O=C(NCc1ccncc1)C1CCN(S(=O)(=O)c2cccc(C(F)(F)F)c2)CC1 | 1 | -0.8 | -4 | 3 | 2 | -6 | 0 | 3 | -4 | -12
CCc1ccccc1N(CC(=O)NCc1ccccc1)C(=O)CCC(=O)Nc1ccccn1 | -3 | -2.6 | 5 | -6 | 4 | -8 | -3 | 0 | 1 | 5
O=C(Nc1ccc(S(=O)(=O)Nc2ncccn2)cc1)c1cccnc1 | 5 | -1.4 | -3 | 0 | -4 | 1 | 2 | 1 | -1 | 5
COCCCNC(=O)C[C@H]1C[C@@]2(C(=O)OC)C(=C[C@H](C3CCCC3)O[C@@H]2C)N(CCC2=CCCCC2)C1=O | 3 | / | 5 | 3 | / | -1 | 7 | 3 | -3 | /
Cn1c(N2CCN(c3ccccn3)CC2)nc2c1c(=O)n(Cc1ccccc1Cl)c(=O)n2C | -1 | -0.1 | 4 | -6 | -4 | 0 | 2 | -2 | 2 | 12
CCCCOc1ccc(N(CC(=O)NC(C)(C)CC)C(=O)CCC(=O)Nc2ccccn2)cc1 | -7 | 0.4 | 6 | 2 | 2 | 8 | 3 | 6 | -4 | 3
Clc1ccc(CSc2nnc3ccccn23)c(Cl)c1 | -3 | 1.6 | -1 | 1 | -1 | 2 | 0 | 1 | -1 | -3
FC(F)(F)c1cccc(Cc2noc(CN3CCCC(CN4CCCC4)C3)n2)c1 (stereo unspecified) | -5 | 0.8 | -1 | -3 | -1 | 4 | 0 | -2 | -1 | 0
O=C(Cc1ccccc1)Nc1nc(-c2ccc(F)c(F)c2)cs1 | 3 | -1.8 | -12 | 6 | -26 | -2 | 2 | -1 | -4 | 6
CCc1cccc(CC)c1NC(=O)c1ccc(-c2cc(Cl)ccc2Cl)o1 | 2 | 3.5 | 2 | 7 | / | -4 | 8 | -3 | 0 | 0
COc1cnn(-c2ccc(F)cc2)c(=O)c1Br | 1 | -0.9 | -3 | -3 | 3 | -4 | 8 | -2 | 0 | 4
COCc1cc(C)nc(OCC(=O)N/N=C/c2cc(C)n(-c3c(C)cccc3C)c2C)c1C#N | 1 | -1.7 | 1 | 2 | 13 | 3 | 3 | -1 | 0 | 5
O=C1c2ccccc2S(=O)(=O)c2cc(C(=O)N3CCN(C(=O)c4ccccc4)CC3)ccc21 | -3 | -2.6 | 2 | 2 | 1 | 9 | 9 | -1 | -1 | 3
CN1CCN(c2ccc(CNC(=O)C3Cc4c(-c5ccc6c(c5)OCO6)ccnc4O3)cc2)CC1 (stereo unspecified) | 3 | 1.2 | 13 | -8 | / | -7 | 4 | 1 | -4 | -2
C/C(CC(=O)NCc1ccco1)=N\NC(=O)COc1ccc(C)cc1 | 1 | -0.1 | 4 | 0 | -8 | 0 | -6 | 1 | 2 | 2
COc1ccc(-c2nn(-c3ccccc3)cc2C(=O)N2CCN(C(=O)c3ccco3)CC2)cc1 | 3 | 0.2 | 4 | 8 | -7 | -4 | -1 | 0 | 0 | 4
CC(C)(C)C1N=C(c2ccc3ccccc3c2)OC1=O (stereo unspecified) | 2 | 0.5 | 4 | -1 | 1 | -6 | -4 | -1 | -3 | 7
CC12CCC3C(CCC4N(CCO)CCC34C)C1CCC2O (stereo unspecified) | -1 | 1.1 | -8 | -1 | 2 | -6 | -4 | 3 | 7 | -6
O=C(O)c1cc(Cl)ccc1OS(=O)(=O)c1ccc(Cl)s1 | 2 | 0.1 | 4 | 0 | 0 | 8 | -2 | 1 | -3 | 4
COc1ccc(Cl)cc1NC(=O)CN(C)C(=O)c1sc2ccccc2c1Cl | 2 | -3.1 | -28 | 0 | -50 | -10 | -8 | -2 | 7 | -1
Cc1ccc(N2CS(=O)(=O)/C(=C/N(C)C)C2=O)cc1 | -1 | 0.3 | -1 | 5 | -6 | 9 | 7 | 3 | 0 | 0
C[C@]12C(=O)N(c3cccc(F)c3)C(=O)N1[C@H]1c3ccccc3OC[C@@H]1[C@H]2c1ccccc1 | 2 | 1.0 | -15 | -2 | -33 | 8 | -4 | 2 | -1 | 4
CCOC(=O)N1CCC(N2CC34C=CC(O3)C(C(=O)O)C4C2=O)CC1 (stereo unspecified) | 2 | 3.4 | 2 | -4 | 5 | -7 | -7 | 1 | -4 | 3
CC(C)OC(=O)c1cc(C(=O)c2cc(F)ccc2O)coc1=N | 3 | -3.3 | 1 | -6 | -9 | 7 | 1 | -3 | 0 | -2
COC(=O)C(C)Sc1nnc2n(-c3cccc(C)c3)c(=O)c3c4c(sc3n12)CCCC4 (stereo unspecified) | 1 | -0.1 | -2 | -9 | 4 | -6 | -3 | 4 | -2 | -6
The list goes on:
SMILES | rCAG RNA binder | PG9 binder | mABHD4 FP | NR1D1 modulator | HTRA1 inh | TDP2 absorb | SIAE primary | PRMT1 FP inh | LEDGF integ inh | TCR CD3 inh
CCOC(=O)C1CCN(C(=O)C2COc3ccccc3O2)CC1 (stereo unspecified) | -1 | -0.8 | -3 | -1 | 4 | 12 | 0 | -2 | 3 | 6
O=C(NC1CCCC1)C(C1CC1)n1c(-c2ccnc3ccccc23)nc2ccccc21 (stereo unspecified) | 2 | -0.6 | 2 | 3 | / | -2 | -1 | -2 | 2 | 2
CCC(C)NC(=O)CCC(=O)Nc1ccc2nc(N3CC(C)CC(C)C3)cc(C)c2c1 (stereo unspecified) | -3 | 2.2 | -2 | 1 | 5 | -2 | 1 | -2 | 2 | -7
O=C(O)CC1(CC(=O)Nc2cc3ccccc3cn2)CCCCC1 | 7 | -2.8 | -1 | -5 | / | -9 | 2 | -4 | 5 | 8
CCc1cccc(CC)c1N(COC)C(=O)Cn1ccccc1=N | 6 | 1.1 | 10 | -8 | -1 | -4 | -2 | 1 | 1 | 4
O=C(CN1CCN(c2ccccc2O)CC1)Nc1cc([N+](=O)[O-])ccc1Cl | 9 | -0.5 | 13 | -1 | 18 | -7 | 7 | 7 | -4 | -1
